SRC2 inh – human SRC2 (NCOA2) inhibition; HEK293 GAL4-SRC2 luciferase reporter, luminescence; Q15596; inhibition, % at 9 µM; 0.17% of 370,000 active;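 active = inhibition above the mean inhibition of all tested compounds plus 3 SD, set per campaign, cut at about 52% in these data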;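 note: 0% = DMSO treated cells and 100% = cells given Gossypol at 36 µM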
COUP-TFII inh – blocks human COUP-TFII nuclear receptor; P24468; HEK293T NGFI-A luciferase reporter, luminescence; inhibition, % at 8.6 µM; 0.7% of 370,000 active;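 active = inhibition above a per-plate cutoff, mean inhibition of test wells between control levels plus 3 SD, cut at about 38% in these data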;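 note: cells cotransfected with COUP-TFII expression vector driving the NGFI-A reporter; 0% = median of COUP-TF2 test wells and 100% = reporter-only cells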
Target sequence (P24468 whole entry, looked up): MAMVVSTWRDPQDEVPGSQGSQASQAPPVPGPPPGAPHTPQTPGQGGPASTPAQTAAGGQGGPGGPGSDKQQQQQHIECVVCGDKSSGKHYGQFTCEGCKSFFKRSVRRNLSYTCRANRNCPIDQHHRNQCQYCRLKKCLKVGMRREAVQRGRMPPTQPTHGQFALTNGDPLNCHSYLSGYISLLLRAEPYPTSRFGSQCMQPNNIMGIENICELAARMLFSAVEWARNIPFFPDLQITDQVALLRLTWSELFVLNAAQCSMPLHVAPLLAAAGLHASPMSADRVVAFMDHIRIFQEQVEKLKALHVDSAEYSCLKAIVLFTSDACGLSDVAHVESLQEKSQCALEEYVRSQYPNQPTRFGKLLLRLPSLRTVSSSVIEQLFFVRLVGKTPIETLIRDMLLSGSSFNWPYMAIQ
The depositor's hits bear a star. An excerpt (hit frequency here may not be typical).

SRC2 inh	COUP-TFII inh	molecule
-25	1	Cc1ccc(-n2c(SCC(=O)Nc3ccc(OCc4ccccc4)cc3)nnc2-c2ccco2)cc1
12	-12	C[C@@H]1CN([C@@H](C)CO)C(=O)c2cc(Br)cnc2O[C@@H]1CN(C)C(=O)c1ccc(F)cc1
25	10	CCOc1cc(CCNC(=O)c2cc3sccc3n2CC)ccc1OC
7	-8	O=C(NCCO)c1cccc(-c2cc(Nc3ccc(OC(F)(F)F)cc3)ncn2)c1
-13	-5	COC(=O)c1cc(-c2ccc(F)cc2OCc2ccccc2)c(=O)n2c1CCC2
-19	-3	N#Cc1ccc2nc(-c3ccc(CN4CCC5(CC4)CNc4ccccc45)cc3)c(-c3ccccc3)nc2c1
-15	-11	CCN(CC)CCCNC(=O)c1oc(=O)c2ccccc2c1-c1ccc(C)cc1
-19	-9	CC(C)C[C@H](NS(=O)(=O)c1ccc(F)cc1F)C(=O)N1CCC[C@H]1C(=O)NCc1ccccc1
15	-3	Cn1c(SCC(=O)Nc2ccc(C(=O)O)cc2)nnc1-c1ccccn1
-17	1	CC1(C)CC(=O)C=C(Nc2ccccc2NC(=O)c2cc(F)ccc2F)C1
-10	-7	CCOC(=O)C1CCCN(CC(=O)c2c[nH]c3ccc(C)cc23)C1 (stereo not drawn)
-2	10	COC(=O)C1=C(C)N(Cc2ccccc2C(F)(F)F)C(=NCc2ccccc2C(F)(F)F)NC1c1cccc(C(F)(F)F)c1 (stereo not drawn)
7	-3	COCCCNC(=O)C[C@H]1C[C@@]2(C(=O)OC)C(=C[C@H](C(C)C)O[C@@H]2C2CC2)N(CCc2ccc(OC)c(OC)c2)C1=O
-22	-9	C=CCN1[C@H](CO)[C@H](c2ccccc2)[C@@H]1C#N
-8	4	COC(=O)[C@]12C[C@H](CC(=O)N3CCN(C(=O)c4ccco4)CC3)C(=O)N(Cc3ccc4c(c3)OCO4)C1=C[C@H](C(C)(C)C)O[C@@H]2C
-10	4	COCCN1C(=O)[C@H]2C[C@@]13O[C@H](c1ccc(C(F)(F)F)cc1)N=C3C[C@H](c1ccccc1)[C@H]2C
-1	-1	CCOC(=O)Cn1cc(CN2C(C(=O)OC)CN(Cc3ccccc3)CCS2(=O)=O)nn1 (stereo not drawn)
-10	13	COc1ccccc1/C=N/N1C(=O)C(CC(=O)Nc2ccc([N+](=O)[O-])cc2OC)SC1=Nc1cccc(C)c1C (stereo not drawn)
19	-6	CC(COc1ccc([N+](=O)[O-])cc1Cl)CN1CCC(C(O)(c2ccccc2)c2ccccc2)CC1 (stereo not drawn)
8	-5	CCOC(=O)[C@@]12CCCC=C1N(CCc1ccc(Cl)cc1)C(=O)[C@H]2CC(=O)NCC1CCCCC1
6	-1	Cc1ccc(C(=O)N2CCC(Oc3cccnc3)CC2)c(C)c1
4	6	Cc1cc(Oc2cccnc2)ccc1NC(=O)CCc1c[nH]c2ccccc12
-14	11	C[C@@H]1CN([C@@H](C)CO)C(=O)CCCn2nncc2CO[C@H]1CN(C)CC1CCCCC1
15	14	COCC(=O)N[C@@H]1C[C@@H]2O[C@H](CO)CC[C@@H]2O[C@@H]1CCc1ccc(-c2ccccc2)cc1
12	8	COC(=O)[C@]12C[C@H](CC(=O)NCc3ccc(C)o3)C(=O)N(Cc3ccco3)C1=C[C@H](C(C)C)O[C@@H]2C1CC1
12	0	COc1cc(OC)c2c(=O)c3c(C(=O)O)c(O)ccc3oc2c1
7	22	CC(=O)N1CCc2cc(S(=O)(=O)NCCC(=O)N(C)C3CCCCC3)ccc21
-5	4	O=C(N[C@H](C(=O)N1CCC[C@H]1C(=O)NCc1ccccc1)c1ccccc1)c1ccc(Cl)cc1Cl
13	-7	CCCn1c(C)c(CC(=O)Nc2ccc(N(C)c3ccccn3)cc2)c2ccccc21
-25	9	COC(=O)c1cccc(Cn2ccc3ccc(-c4ccc5ccn(C(=O)C6CCC6)c5c4)cc32)c1
4	-6	CCCC[C@@H]1C[C@H]1[C@@H](NC(=O)c1ccco1)c1ccc(C(=O)OC)cc1
8	2	COc1ccccc1CNC(=O)N(CCc1c(C)[nH]c2ccccc12)Cc1cccs1
22	6	CCC(C)[C@H](NC(=O)[C@H](Cc1ccccc1)NC(=O)OC(C)(C)C)C(=O)NCc1ccccc1Br (stereo partly drawn)
16	-9	CC(c1ccccc1)n1c(NCCCn2ccnc2)nc2c1c(=O)[nH]c(=O)n2C (stereo not drawn)
10	14	CCCCc1c(-c2ccccc2OC)ncn1Cc1cccc(F)c1F
-9	7	CCCCOCCCNC(=O)C[C@H]1C[C@@]2(C(=O)OC)C(=C[C@H](COCc3ccccc3)O[C@@H]2C)N(Cc2ccco2)C1=O
12	-2	C=CCNC(=O)N1CCC(c2nc3ccc(Cl)cc3[nH]2)CC1
4	7	O=C(NCCc1c[nH]c2ccccc12)OCc1cn(Cc2ccccc2F)nn1
16	-8	Cc1ccc(-c2[nH]nc3c2C(c2ccccc2OC(=O)N2CCOCC2)C(C#N)=C(N)O3)cc1 (stereo not drawn)
-1	-8	C=CCN1C(=O)[C@H](CC(=O)NCc2cccc3ccccc23)[C@@]2(C(=O)OCC)CCCC=C12

In the list so far, three contain a cyano group:
SRC2 inh	COUP-TFII inh	molecule
-19	-3	N#Cc1ccc2nc(-c3ccc(CN4CCC5(CC4)CNc4ccccc45)cc3)c(-c3ccccc3)nc2c1
-22	-9	C=CCN1[C@H](CO)[C@H](c2ccccc2)[C@@H]1C#N
16	-8	Cc1ccc(-c2[nH]nc3c2C(c2ccccc2OC(=O)N2CCOCC2)C(C#N)=C(N)O3)cc1 (stereo not drawn)

(further entries)
SRC2 inh	COUP-TFII inh	molecule
-12	4	Cc1ccc(NC(=O)CSc2nc(C)cc(=O)[nH]2)c(C)c1
4	1	CC(CNC(=O)[C@@H](Cc1ccccc1)NC(=O)[C@H]1O[C@@H](n2cnc3c(=O)[nH]c(N)nc32)[C@H](O)[C@@H]1O)c1ccccc1 (stereo partly drawn)
-5	19	CCCCNC(=O)C1(C(C)=O)CC(C(=O)OCC)=NO1 (stereo not drawn)
-8	1	CCCCNC(=O)C(c1ccc(-c2ccccc2)cc1)N(CCN1CCOCC1)C(=O)CCCCCN1C(=O)NC(c2ccc([N+](=O)[O-])cc2)C(C(=O)OCc2ccccc2)=C1C (stereo not drawn)
6	6	C=CCNc1cccc2c1S(=O)(=O)N[C@H](CC(C)C)CO2
2	12	CCCCCCCCN1C(=O)[C@@H](CC(=O)NCc2cccs2)C[C@@]2(C(=O)OC)C1=C[C@H](C(C)C)O[C@@H]2C1CC1
9	-1	C#CCNC(=O)C[C@@H]1C(=O)N(CCc2ccc(Cl)cc2)C2=CCCCC[C@]21C(=O)OC
2	-7	O=C1NC(Cc2ccccc2)c2nc3ccc(Br)cc3c(=O)n2-c2cc(Cl)ccc21 (stereo not drawn)
12	2	C#CCNC(=O)C[C@H]1C(=O)N(CC=C)C2=CCCC[C@@]21C(=O)OCC
8	-1	COC(=O)[C@]12C[C@H](CC(=O)NCCc3ccccc3OC)C(=O)N(Cc3ccc(Cl)cc3Cl)C1=C[C@H](COCc1ccccc1)O[C@@H]2C
-11	11	COC(=O)[C@@]12CCCCC=C1N(CCc1ccc(Cl)cc1)C(=O)[C@H]2CC(=O)NCC1CCCCC1
-9	16	CC1CCN(c2c3c(nc4ncnn24)CCCC3)CC1
9	-6	CN(CCCOC(=O)c1cc2ccccc2o1)C1CN(Cc2cn(Cc3ccc([N+](=O)[O-])cc3)nn2)S(=O)(=O)C1 (stereo not drawn)
-8	-20	Cc1cc2c(OCC(CNC(C)(C)C)OC(=O)c3ccccc3)cccc2[nH]1 (stereo not drawn)
-31	1	CCN(CC)c1ccc2c(Cl)cc(=O)oc2c1
-7	5	CCn1c2ccccc2c2cc(C=Nn3c(-c4ccccc4C)n[nH]c3=S)ccc21
-6	-11	Cc1c(COC(=O)NC(C)C)c(COC(=O)NC(C)C)c2n1CS(=O)(=O)C2
-22	1	COc1ccc(C2CC(=O)C(c3ccc(Cl)c(Cl)c3)=CN2Cc2ccccc2)cc1 (stereo not drawn)
-28	0	C=CCN1C(=O)c2n[nH]c(COC)c2C1c1ccc(F)cc1 (stereo not drawn)
2	26	CN1CC=C(c2ccccc2)N(c2ccc(Br)cc2)C1=O
8	13	CCCCNC(=O)C[C@H]1C[C@@]2(C(=O)OC)C(=C[C@H](C(C)C)O[C@@H]2C2CC2)N(CCc2ccc(OC)c(OC)c2)C1=O
5	-3	CCN(Cc1cc(OC)c(OC)c(OC)c1)S(=O)(=O)c1ccccc1Br
3	4	COCc1cc(C)nc(OCC(=O)N/N=C/c2ccc(-c3cccc([N+](=O)[O-])c3)o2)c1C#N
-2	-15	O=C(N[C@H](Cc1ccccc1)C(=O)N1CCN(C(=O)N2CCOCC2)CC1)[C@H]1O[C@@H](n2ccc(=O)[nH]c2=O)[C@H](O)[C@@H]1O
-8	1	CCCOc1ccc(/C(O)=C2/C(=O)C(=O)N(CCOC)C2c2cccnc2)cc1 (stereo not drawn)
-17	6	COC(=O)C1=C(C(=O)OC)[C@@H]2Nc3ccccc3[C@@]23C[C@@H](C(=O)OC)N(C(=O)NC2CCCCC2)C3=N1
10	2	O=C(Nc1cc(Cl)ccc1F)C1CCCN1S(=O)(=O)c1cccc2cccnc12 (stereo not drawn)
-2	8	O=S1(=O)c2ccc(Br)cc2OC2CCCN1C2 (stereo not drawn)
25	8	CC(C)CC1NC(=O)c2ccccc2-n2c1nc1cc(F)ccc1c2=O (stereo not drawn)
-55	-4	O=C(Nc1nc2ccc([N+](=O)[O-])cc2s1)c1ccco1

Full records, looked up by structure. Order of screens: SRC2 inh | COUP-TFII inh
Listed for O=C(Nc1cc(Cl)ccc1F)C1CCCN1S(=O)(=O)c1cccc2cccnc12 (stereo not drawn) : 10 | 2
Listed for O=C(N[C@H](C(=O)N1CCC[C@H]1C(=O)NCc1ccccc1)c1ccccc1)c1ccc(Cl)cc1Cl : -5 | 4
Listed for COC(=O)[C@]12C[C@H](CC(=O)NCCc3ccccc3OC)C(=O)N(Cc3ccc(Cl)cc3Cl)C1=C[C@H](COCc1ccccc1)O[C@@H]2C : 8 | -1
Listed for COC(=O)c1cccc(Cn2ccc3ccc(-c4ccc5ccn(C(=O)C6CCC6)c5c4)cc32)c1 : -25 | 9
Listed for Cc1ccc(-n2c(SCC(=O)Nc3ccc(OCc4ccccc4)cc3)nnc2-c2ccco2)cc1 : -25 | 1

(continued)
SRC2 inh	COUP-TFII inh	molecule
-20	8	Cn1c(=O)c(C(=O)COC(=O)c2cc(C(F)(F)F)nc3ccccc23)c(N)n(Cc2ccccc2)c1=O
23	8	CCCCn1c(-c2csc3c2CCCC3)n[nH]c1=S
-1	10	COC(=O)C1=C(C)N(Cc2cccc(C(F)(F)F)c2)C(=NCc2ccc(OC)cc2)NC1c1cccc(Cl)c1 (stereo not drawn)
-2	-1	COC(=O)C[C@H]1CC[C@@H]2[C@@H](COc3ccc(NC(=O)c4ccccc4)cc3C(=O)N2C)O1
0	16	COC(=O)c1c(-c2ccc(OC)cc2)c2c(c3c4cc(OC)ccc4n(S(=O)(=O)c4ccc(C)cc4)c13)C(=O)N(C)C2
-7	11	O=C(Nc1ccc(F)cc1)OCc1cn(Cc2cccc(F)c2)nn1
15	-28	CC(C)CN1CN2Cc3ccccc3C2CS1(=O)=O (stereo not drawn)
-18	6	Nn1c(SCc2c(Cl)cccc2Cl)nnc1-c1n[nH]c2c1CCC2
-13	1	COCCCN1C(=O)[C@H](CC(=O)NCc2cccs2)[C@]2(C(=O)OC)CCCCC=C12
-23	5	O=C(Cc1ccc(NC(=O)C2CCCN(C(=O)c3ccccc3)C2)cc1)Nc1cccc(C(=O)N2CCCC2)c1 (stereo not drawn)
15	5	C#CCNC(=O)C[C@@H]1C[C@@](CCC(=O)OCC)(C(=O)OCC)C2=CCCCN2C1=O
4	5	COC(=O)[C@]12C[C@H](CC(=O)NCc3cccs3)C(=O)N(Cc3ccc4c(c3)OCO4)C1=C[C@H](C(C)C)O[C@@H]2C1CC1
-10	-22	CC(C)(C)OC(=O)NCc1cc2c(cc1/C=C/S(=O)(=O)NCc1ccc(F)cc1)OCO2
-25	2	CCOC(=O)[C@@]12CCC3=C1N(CCC3)C(=O)[C@H](CC(=O)NCCCN1CCCC1=O)C2
19	-1	C=CCN(CC#Cc1ccc(C(F)(F)F)cc1)Cc1ccc(OC)cc1OC
0	1	COC(=O)c1ccc(C23CC4(C2)[C@H](CN(Cc2ccc(-c5ccccc5)cc2)[C@@H]4c2ccccc2)C3c2ccc(Cl)nc2)cc1 (stereo partly drawn)
10	1	COC(=O)C[C@H]1CC[C@@H]2[C@H](COc3ccc(NS(C)(=O)=O)cc3C(=O)N2C)O1
8	-8	O=C(NCc1ccccc1)[C@H]1CCCN1C(=O)[C@H]1CCCN1C(=O)c1ccccc1C(F)(F)F
1	2	C=CCN1C(=O)[C@H](CC(=O)N2CCC(c3ccccc3)CC2)[C@@]2(C(=O)OCC)CCCC=C12
17	-16	COC(=O)[C@]12CCCCC=C1N(Cc1ccc(OC)cc1)C(=O)[C@@H]2CC(=O)NCC12CC3CC(CC(C3)C1)C2
-21	1	CC(C)CN1C(=O)[C@@]2(CC(=O)N(C)C2c2ccccc2)c2cc(-n3cc(CN(C)C)nn3)ccc21 (stereo partly drawn)
-1	9	Cc1ccc(-c2nnc(SCC(=O)Nc3ccc(Oc4ccccc4)cc3)n2-c2ccc(Cl)cc2)cc1
-8	-16	COc1ccc(Cn2cc(CN3[C@@H](c4ccccc4)COc4cc(Br)ccc4S3(=O)=O)nn2)cc1
2	18	CC(CCN1CCC(C(O)(c2ccccc2)c2ccccc2)CC1)Oc1cccc(Br)c1 (stereo not drawn)
19	-5	CCOC(=O)/C=c1\s/c(=C\c2sccc2C)c(=O)n1CC(=O)NCc1ccc(C)cc1
